core dimer inh – HCV core protein dimerization inhibition | TR-FRET GST/Flag-core106 dimerization, 1536-well | inhibition, % at 5 µM | 300,000 compounds, 0.33% hits | AID 1899;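 active = inhibition above the mean of all tested compounds plus 3 SD, set per screening campaign, cut at about 45% in these data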
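System: GST/Flag-tagged HCV core106 proteins. Incubation: compound-protein-antibody incubation 4 h at 22.5 °C. Technique: HTRF with 340 nm excitation, 617/671 nm emission. Medium: KF-containing HEPES buffer, pH 7.45, DTT, CHAPS, BSA. Read-out: inhibition (%) from 671 over 617 nm ratio. Also added: Eu(K)-anti-GST 90 ng/mL plus XL665-anti-Flag 1 µg/mL.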
JMJD2C inh – inhibitors of human GASC-1 (JMJD2C) demethylase. GST-JMJD2C(1-420) H3K9me3 demethylation, DELFIA europium. inhibition, % at 2.35 µM. 330,000 compounds, 0.069% hits. AID 2099. Q9H3R0;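 active = more than half of a compound's replicate wells show inhibition beyond 50%, single wells judged on their own value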;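 also: signal counts dimethyl H3K9 product captured on neutravidin plate; 0% = median of DMSO wells and 100% = 0.3 times that DMSO median; strong numbers were not always called active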
CTSL1 counter – counter-screen for PFM18AAP inhibitors: inhibitors of F. hepatica cathepsin L1; 300,000 compounds, 0.49% hits; inhibition, % at 5.96 µM; recombinant F. hepatica cathepsin L1, Z-Leu-Arg-MCA fluorescence;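 active = inhibition above the mean of all tested compounds plus 3 SD, set per screening campaign, cut at about 17% in these data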;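 also: 0% = plate median of test compound wells and 100% = 1 µM Z-Phe-Ala-diazomethylketone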
PP1 counter – counter-screen for PP5 inhibitors: inhibitors of human PP1-alpha. P62136. 320,000 compounds, 0.9% hits. AID 2235. inhibition, % at 6.7 µM. purified PP1alpha, OMFP fluorescence;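 active = inhibition above the mean inhibition of all tested compounds plus 3 SD, computed separately for each screening campaign, cut at about 15% in these data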
Target sequence (P62136 whole entry, looked up): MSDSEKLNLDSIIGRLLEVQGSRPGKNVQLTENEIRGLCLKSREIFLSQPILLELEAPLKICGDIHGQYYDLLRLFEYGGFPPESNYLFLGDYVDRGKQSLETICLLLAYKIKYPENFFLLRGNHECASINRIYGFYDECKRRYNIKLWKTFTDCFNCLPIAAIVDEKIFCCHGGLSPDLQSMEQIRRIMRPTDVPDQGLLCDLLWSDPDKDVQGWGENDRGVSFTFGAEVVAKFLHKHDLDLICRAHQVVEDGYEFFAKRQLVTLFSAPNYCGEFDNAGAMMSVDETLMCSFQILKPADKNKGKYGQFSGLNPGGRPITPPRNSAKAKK
CR mimetic SO – yeast age-related superoxide inhibition as caloric restriction mimetic. S. cerevisiae aged cells, superoxide DHE fluorescence; hits give low values. 330,000 compounds, 0.18% hits. AID 2690. superoxide response (% of plate mean), % at 10 µM;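 active = superoxide response under a set limit, about three screen SD below normal, cut at about 65% in these data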;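 also: yeast aged for seven days with compound at 30 °C before DHE staining; 100% = average MFI of all compound-treated wells on the plate with controls excluded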
EBNA-1 inh – blocks EBNA-1 binding to DNA | EBNA-1 DNA binding, fluorescence polarization | inhibition, % at 14.8 µM | 300,000 compounds, 0.34% hits | AID 1950; in the data active = inhibition above about 28%
ZTA DNA inh – blocks Epstein-Barr virus ZTA, an EBNA-1 counter-screen; P03206; ZTA-DNA binding, fluorescence polarization; inhibition, % at 11 µM; 320,000 compounds, 0.15% hits; in the data active = inhibition above about 33%
Target sequence (P03206 whole entry, looked up): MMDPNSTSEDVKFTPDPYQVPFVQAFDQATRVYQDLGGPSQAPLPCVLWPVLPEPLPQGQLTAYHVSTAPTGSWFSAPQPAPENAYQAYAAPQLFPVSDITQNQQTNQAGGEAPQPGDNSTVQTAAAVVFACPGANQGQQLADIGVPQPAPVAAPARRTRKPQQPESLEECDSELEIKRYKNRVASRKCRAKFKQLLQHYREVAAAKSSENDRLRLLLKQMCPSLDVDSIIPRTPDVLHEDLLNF
TPT1 inh – blocks Candida albicans tRNA 2'-phosphotransferase; inhibition, % at 5 µM; AID 1962; recombinant caTPT1, FP RNA substrate dephosphorylation; 300,000 compounds, 0.81% hits;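 active = inhibition above the mean of all tested compounds plus 3 SD, set per screening campaign, cut at about 24% in these data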;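 also: plate controls were DMSO alone for no effect and ferristatin control at 100 nM for full effect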
PP5 inh – PP5 (human) phosphatase inhibition | P53041 | purified PP5c, OMFP substrate fluorescence | inhibition, % at 6.7 µM | 320,000 compounds, 0.18% hits;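 active = inhibition above the campaign's mean inhibition across all tested compounds plus 3 SD, cut at about 9.5% in these data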;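 also: 0% = DMSO only and 100% = 100 µM cantharidin control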
Target sequence (P53041 whole entry, looked up): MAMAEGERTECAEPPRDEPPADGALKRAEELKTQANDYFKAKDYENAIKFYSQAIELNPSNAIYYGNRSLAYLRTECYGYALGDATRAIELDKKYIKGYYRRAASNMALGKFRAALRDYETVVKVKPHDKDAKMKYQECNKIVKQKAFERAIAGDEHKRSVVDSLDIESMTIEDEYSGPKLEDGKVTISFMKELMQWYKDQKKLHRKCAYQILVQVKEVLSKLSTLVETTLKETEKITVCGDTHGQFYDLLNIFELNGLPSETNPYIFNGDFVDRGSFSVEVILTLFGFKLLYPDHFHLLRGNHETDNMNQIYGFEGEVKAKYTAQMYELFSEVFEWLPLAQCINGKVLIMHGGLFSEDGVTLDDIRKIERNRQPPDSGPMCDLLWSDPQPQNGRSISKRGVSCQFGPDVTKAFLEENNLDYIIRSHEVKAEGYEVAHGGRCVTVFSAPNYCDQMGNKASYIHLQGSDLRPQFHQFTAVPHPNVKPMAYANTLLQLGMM
* hit, by the source's call; . = no result given.

SMILES	core dimer inh	JMJD2C inh	CTSL1 counter	PP1 counter	CR mimetic SO	EBNA-1 inh	ZTA DNA inh	TPT1 inh	PP5 inh
CC(C)C(C)NC(=O)CN1C(=O)NC2(CCCCCC2)C1=O (configuration not stated)	12	-5	-2	-2	110	-6	13	3	-4.8
CCCCNC(=S)NNC(=O)C12CC3CC(CC(C3)C1)C2	5	4	-2	3	106	3	18	-4	0.5
Cc1ccc(CN=c2c([N+](=O)[O-])nn(-c3ccc(Cl)cc3)n2O)cc1	-4	2	1	-3	127	-7	1	-1	0.9
CON/C=C(\C=Nc1ccc(C(F)(F)F)cc1)c1ncc(C(F)(F)F)cc1Cl	-6	7	2	-2	94	-3	-11	0	2.3
O=C1CCCCCC1C1(O)C(=O)Nc2ccccc21 (configuration not stated)	4	4	-8	-3	102	-10	-4	-6	1.8
Cc1ccc(N2C(=O)CC(NNc3nc4ccccc4s3)C2=O)cc1C (configuration not stated)	4	-5	0	-1	101	-2	12	-5	4.5
Cc1ccc(NCC(=O)N/N=C/c2cccc(Br)c2)cc1	1	5	0	2	90	-9	-7	-3	2.0
O=C(O)C1CCN(S(=O)(=O)c2ccc(N3CCCC3C(=O)O)c([N+](=O)[O-])c2)CC1 (configuration not stated)	-22	-1	6	-13	100	-5	-10	1	-4.7
COc1cc(C(=O)NCC(=O)Nc2c(C)cccc2C)ccc1OCc1ccccc1	.	-10	.	-2	124	.	5	.	2.4
CC(=O)Nc1ccccc1NC(=O)c1cc(C)cc(C)c1	3	-10	3	-2	108	-22	-4	-5	1.7
Cc1nnc(NC(=O)CSc2nnc(C)n2-c2ccc(F)cc2)s1	-1	10	2	-4	105	-6	18	4	-0.4
CC(C)(C)NC(=O)C(c1ccco1)N(C(=O)c1csnn1)c1ccccc1 (configuration not stated)	-7	-4	1	-4	89	0	-6	-4	-2.3
O=C(O)Cc1ccc(NC(=S)NCc2ccco2)cc1	-3	-6	-4	0	114	-7	-6	-1	2.1
CC12CC3CC(C)(C1)CC(NCc1ccncc1)(C3)C2	-1	.	-2	0	97	9	20	-1	-2.1
O=C(CSc1nnc(CNC(=O)c2ccc(F)cc2)o1)NCc1ccc2c(c1)OCO2	-2	1	0	-3	97	4	-2	-1	0.7
O=C1/C(=C/c2cccs2)SC(=S)N1NS(=O)(=O)c1ccccc1	4	8	1	0	100	4	3	3	0.1
O=C(CSc1ccc(Cl)cc1)Nc1ccccc1N1CCN(C(=O)c2ccc(Cl)cc2)CC1	21	-8	3	15*	111	3	3	1	1.1
Cc1cc(C)n(CCNC(=O)C2CCC(=O)N(CC3CCCCC3)C2)n1 (configuration not stated)	-6	-2	0	1	87	-10	-20	1	-1.4
CC(C)(C)c1ccc(C(=O)N/N=C/c2ccc(OCCCF)cc2)cc1	4	-6	1	-3	89	-17	3	-1	-0.1
Cc1c(-n2c(O)c(C3=c4ccccc4=NC3=O)sc2=S)c(=O)n(-c2ccccc2)n1C	11	-3	1	0	109	2	1	0	0.3
CCOC(=O)c1ccc(NC(=O)CSc2nnc(Cc3cccs3)n2C)cc1	-1	-1	5	-2	118	12	11	0	0.2
CN1C(=O)c2ccccc2C(C(=O)NCCCN2CCCC2=O)C1c1c[nH]c2ccccc12 (configuration not stated)	9	-13	0	-2	112	2	-10	5	-4.8
c1ccc(-c2nnc(C3CC(c4ccncc4)=NO3)o2)cc1 (configuration not stated)	6	4	-1	1	.	-4	-5	3	-1.1
COCCNC(=O)CSc1nc2cc3c(cc2c(=O)n1Cc1ccco1)OCO3	-16	6	-3	-2	92	2	-5	0	-1.0
O=C(NC(=S)Nc1ccccc1N1CCCC1)c1ccc(F)cc1	1	-3	8	9	103	6	1	-1	2.0

Complete entries as entered above.
Profile of `O=C(O)Cc1ccc(NC(=S)NCc2ccco2)cc1` → core dimer inh = -3; JMJD2C inh = -6; CTSL1 counter = -4; PP1 counter = 0; CR mimetic SO = 114; EBNA-1 inh = -7; ZTA DNA inh = -6; TPT1 inh = -1; PP5 inh = 2.1
Profile of `CC(C)(C)c1ccc(C(=O)N/N=C/c2ccc(OCCCF)cc2)cc1` → core dimer inh = 4; JMJD2C inh = -6; CTSL1 counter = 1; PP1 counter = -3; CR mimetic SO = 89; EBNA-1 inh = -17; ZTA DNA inh = 3; TPT1 inh = -1; PP5 inh = -0.1
Profile of `CC(=O)Nc1ccccc1NC(=O)c1cc(C)cc(C)c1` → core dimer inh = 3; JMJD2C inh = -10; CTSL1 counter = 3; PP1 counter = -2; CR mimetic SO = 108; EBNA-1 inh = -22; ZTA DNA inh = -4; TPT1 inh = -5; PP5 inh = 1.7

(list continues)
SMILES	core dimer inh	JMJD2C inh	CTSL1 counter	PP1 counter	CR mimetic SO	EBNA-1 inh	ZTA DNA inh	TPT1 inh	PP5 inh
O=C1c2ccccc2CN1c1ccccc1	5	-2	-2	-4	105	0	2	-1	-0.9
O=[N+]([O-])c1ccc(O)c(/C=N/n2c(-c3ccccc3)n[nH]c2=S)c1	10	6	0	0	108	1	0	-1	-0.2
O=C(N1CCOCC1)N1CCc2ccccc21	-3	-1	7	-1	102	1	-1	-3	1.7
Cc1nn(C)c(Oc2cccc(Cl)c2)c1C(=O)O	2	10	-2	-1	94	5	-5	2	0.8
CCc1ccc(NC(=O)CN2C(=O)CC(C)S(=O)(=O)c3ccccc32)cc1 (configuration not stated)	5	1	1	-3	71	1	11	-2	-1.6
N#Cc1cc(-c2ccccc2)nnc1Oc1ccccc1Cl	9	-1	0	-3	98	1	-3	0	2.8
CC(=O)Nc1ccc(Oc2ccc3c(c2)C(=O)NC3=O)cc1	-6	8	-1	-5	109	-10	5	-3	2.5
O=C(OCc1ccccc1)/C(=C(\O)c1ccccc1Br)c1ccc(-c2ccccc2)cn1	3	4	3	3	102	8	-5	0	2.4
C=C(C)C(=O)Nc1cccc(C2=NOC3(C2)C[C@@H](C(N)=O)N(C(=O)c2cc([N+](=O)[O-])cc([N+](=O)[O-])c2)C3)c1 (some centres not stated)	-102	-2	-3	3	105	-11	9	-4	4.9
O=[N+]([O-])c1nn(-c2ccc3c(c2)OCCO3)n(O)c1=NC1CCCCCC1	2	21	2	-2	109	9	6	0	-0.1
Cc1ccnc(NS(=O)(=O)Cc2ccccc2)c1	-4	5	-3	1	97	0	-27	-1	1.8
Cc1ccc(C)c(S(=O)(=O)N2CCCCC2CCNC(=O)C(=O)NC2CC2)c1 (configuration not stated)	-1	-2	-2	-3	90	20	-10	0	1.3
Cc1cc(=O)[nH]c(SCC(=O)Nc2ccc(S(=O)(=O)N3CCCCC3)cc2)n1	1	6	-3	-2	95	-15	-5	-4	2.0
Cc1ccc(C(=O)N/N=C/c2cc(Br)ccc2O)cn1	-9	1	19*	-3	96	-8	-6	7	-3.0
Cc1occc1-c1nnc(SCC(=O)Nc2ccccn2)o1	8	-6	-2	-6	95	-4	7	2	0.2
O=c1c2c3c(sc2n(CCN2CCCC2)c(=O)n1Cc1ccco1)CCCCC3	6	3	0	4	91	4	-3	-1	1.2
CCc1nn(C)c(N)c1C	-2	-2	0	0	98	-9	-15	-5	-0.1
CCN1CCN(C(=O)C(C)Sc2nnc3nc(C)cc(C)n23)CC1 (configuration not stated)	.	4	.	-10	97	.	-5	.	4.0
CC(C)Nc1nnc(SCC(=O)c2c[nH]c3ccccc23)s1	3	-35	-4	0	108	-7	2	19	-1.1
NC(=O)c1c(NC(=O)C2c3ccccc3Oc3ccccc32)sc2c1CCCCC2	50*	-24	-4	8	100	-6	15	27*	2.1
O=C(CN1CCN(Cc2ccccc2)CC1)N/N=C/C=C/c1ccco1	3	-10	4	-3	93	8	9	2	-1.9
O=C(Cc1c[nH]c2ccccc12)NCc1ccc2c(c1)OCO2	0	-4	-2	2	106	2	6	-1	1.9
CCOC(=O)N1CCN(CC(O)COc2ccc(C(C)C)c(C)c2)CC1 (configuration not stated)	-2	-16	-2	2	102	1	-14	-4	1.0
CCOC(=O)C1=C(c2ccccc2)NC(=O)NC1c1cccc(OC)c1OC (configuration not stated)	7	-5	2	-5	101	11	12	-1	2.1
Cc1ccc(OCc2ccc(Br)cc2)c([N+](=O)[O-])n1	-2	-1	3	4	103	-3	5	3	-1.1
SMILES	core dimer inh	JMJD2C inh	CTSL1 counter	PP1 counter	CR mimetic SO	EBNA-1 inh	ZTA DNA inh	TPT1 inh	PP5 inh
Cc1cccc(Oc2ccc(S(=O)(=O)N3CCCCC3)cc2NC(=O)C2=COCCO2)c1	.	12	.	10	86	.	-5	.	5.1
O=C(Nc1ccc(F)cc1)c1oc2ccccc2c1NC(=O)C1CCCC1	-18	0	2	2	92	4	1	-3	2.8
Cn1cccc1/C=C1\SC(=O)N(CC(=O)Nc2ccc(Cl)cc2)C1=O	-2	4	2	-1	116	5	23	2	-2.5
Cc1cc(NC(=O)c2ccc(Cl)cc2)c(C)cc1O	-6	-7	-5	-3	94	-1	-6	-10	-0.2
O=C1C2CCCN2C(c2ccc(Br)cc2)N1c1ccc(F)cc1 (configuration not stated)	0	-6	-3	-2	89	10	7	-2	-1.7
Cc1ccc(CC(=O)Nc2nc3ccccc3[nH]2)cc1C	-3	14	3	1	88	14	-9	-1	3.2
CN(C(=O)COC(=O)c1cc(=O)[nH]c2ccccc12)C1CCCCC1	.	.	.	0	93	.	1	.	3.3
Cc1cccc(C(=O)NCCNc2nc3cc(C)c(C)cc3cc2C)c1	8	0	2	2	114	7	8	2	3.7
COc1ccc2oc(C(=O)OCC(=O)NC3CCCCC3)c(C)c2c1	5	23	-1	-2	105	6	1	0	1.6
O=C(COC(=O)C1CSC2(c3ccc(F)cc3)CCC(=O)N12)NC(=O)NC1CCCC1 (configuration not stated)	4	14	-8	-3	100	-4	1	0	3.0
O=C1CCN(CCc2ccccc2)CCN1CCSc1ccc(Br)cc1	0	0	-1	2	.	7	-13	-4	4.2
COc1ccc(NC(=O)C2CCCCN2S(=O)(=O)c2ccc(F)cc2)c(OC)c1 (configuration not stated)	-1	-4	0	-1	87	4	-13	4	1.6
O=C(O)c1ccc2oc(=O)c(S(=O)(=O)c3ccccc3)cc2c1	3	-12	-2	0	96	-2	-11	0	1.6
CCCCC(=O)Nc1ccc(NCc2ccc(C)s2)cc1	-6	4	-7	7	104	-15	-18	8	4.0
COc1ccc(S(=O)(=O)Nc2ccc(C(F)(F)F)cc2)cc1OC	-6	-7	-4	1	99	3	9	1	2.5
CC12CCC(=O)N1C(C(=O)NNC(=O)COc1cccc(C(F)(F)F)c1)CS2 (configuration not stated)	0	1	-8	-6	107	4	9	1	0.0
Cc1ccc(NC(=O)NC2CCN(CC(=O)Nc3nccs3)CC2)cc1	-1	1	-1	-2	94	7	-13	5	-0.9
Cc1ccccc1N1CC(=O)N(c2ccccc2C)CC1=O	1	-2	1	-1	118	6	-1	-2	1.8
COc1cccc2cc(C(=O)Nc3ccccc3C)/c(=N/NS(=O)(=O)c3ccccc3)oc12	3	6	-1	0	98	0	-11	-2	2.6
Clc1cccc(Cl)c1Cn1cnc2c(N3CCCCCC3)ncnc21	-4	1	4	0	105	7	6	4	-0.4
CCOCCCNC(=O)C(=O)NCCCOCC	-6	7	-9	2	105	-4	7	-3	-0.6
O=C(O)CCc1ccc(-c2ccccc2)n1CC(=O)O	0	5	0	0	100	6	9	0	0.9
CC1CCCCN1CCNC(=O)C1CCN(S(=O)(=O)c2cccc3cccnc23)CC1 (configuration not stated)	8	-30	-4	-3	115	-17	-23	5	0.9
[O-][N+]12CCN(CC1)c1ccccc12	-1	4	-7	3	98	-3	7	2	2.4
Cc1cc(C)cc(OCC(=O)Nc2ccc(S(=O)(=O)Nc3ccccn3)cc2)c1	3	1	-2	-3	86	5	-9	-1	0.6
CN1CCN(C(=S)NC(=O)c2ccc(C(C)(C)C)cc2)CC1	-3	-1	5	-2	82	7	-4	1	-1.1

Source: PubChem
